# Source: PubChem BioAssay (NMMLSC)
# ABCB1 block – inhibitors of human ABCB1 transporter, ABCG2 counter-screen | CCRF-Adr cells, JC-1 efflux, flow cytometry | inhibition, % at 6.6 µM | 190,000 compounds, 0.067% hits | AID 1326; in the data active means inhibition above about 40%;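 further: 0% = vehicle and 100% = reference inhibitor; higher value means more JC-1 retained so stronger ABCB1 efflux block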
# Bim-Bcl-XL – inhibitors of Bim-Bcl-XL interaction, human | Q07817 | 190,000 compounds, 0.04% hits | inhibition, % at 10 µM | Bim peptide-Bcl-XL binding, bead flow cytometry, fluorescence
# RGS7-Gao reg – human RGS7-Galphao interaction regulation. Multiplexed bead flow cytometry, RGS7-Galphao binding; actives lie on both sides. binding response (% of control), % at 10 µM. 220,000 compounds, 0.35% hits. AID 1439; in the data active means binding response below about 49% or above about 150%; inconclusive means no clear call, values can overlap the other calls; inactive means in between;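 further: fluorescent Galphao held in activated GDP-AlF4 state binding bead-coupled RGS7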
# Bim-Mcl-1 – inhibitors of Bim-Mcl-1 interaction, human; Q07820; Bead-based flow cytometry, Bim peptide-Mcl-1 binding; inhibition, % at 10 µM; 190,000 compounds, 0.1% hits; AID 1009;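 further: 0% = no compound tracer wells and 100% = peptide blocker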
# ABCG2 block – blocks JC-1 efflux by human ABCG2 transporter. Q9UNQ0. IgMXP3 cells, flow cytometry. inhibition, % at 6.6 µM. 190,000 compounds, 0.1% hits. AID 1325;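 active means inhibition above 80%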;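 further: 0% = DMSO and 100% = nicardipine control wells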
# Target sequence (Q9UNQ0 whole entry, looked up): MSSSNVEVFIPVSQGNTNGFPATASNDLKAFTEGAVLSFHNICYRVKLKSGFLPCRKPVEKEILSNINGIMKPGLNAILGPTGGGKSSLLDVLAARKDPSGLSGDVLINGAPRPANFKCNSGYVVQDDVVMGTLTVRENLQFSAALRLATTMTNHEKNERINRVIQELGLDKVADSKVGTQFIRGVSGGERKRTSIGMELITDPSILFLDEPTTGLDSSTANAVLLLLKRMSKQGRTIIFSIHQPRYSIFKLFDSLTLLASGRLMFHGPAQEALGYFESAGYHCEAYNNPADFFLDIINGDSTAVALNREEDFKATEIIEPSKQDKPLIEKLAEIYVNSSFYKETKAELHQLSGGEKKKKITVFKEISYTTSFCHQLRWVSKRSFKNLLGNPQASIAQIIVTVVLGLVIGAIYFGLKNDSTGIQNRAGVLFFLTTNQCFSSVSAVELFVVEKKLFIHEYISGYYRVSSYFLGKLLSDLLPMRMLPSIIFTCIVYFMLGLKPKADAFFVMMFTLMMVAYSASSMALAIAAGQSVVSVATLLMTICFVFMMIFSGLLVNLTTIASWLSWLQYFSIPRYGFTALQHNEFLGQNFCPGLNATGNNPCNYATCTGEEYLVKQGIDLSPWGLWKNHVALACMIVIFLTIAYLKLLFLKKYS
#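 System: two drug-resistant human cell lines, ABCG2 and ABCB1; controls: nicardipine high and DMSO low controls; times: 10 min exposure at 25 °C with rotation, no wash; detection: flow cytometry of retained JC-1 fluorescence; read-out basis: percent efflux inhibition, scaled nicardipine 100% to DMSO 0%; doses: one concentration, 6.6 µM final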
# Bcl-W Bim block – human Bim-Bcl-W interaction inhibition | bead-based flow cytometry, Bim peptide-Bcl-W binding | inhibition, % at 10 µM | 190,000 compounds, 0.02% hits | AID 952;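 further: 0% = bound tracer without compound and 100% = peptide blocker; higher means less fluorescent Bim peptide bound to Bcl-W beads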
# Bcl-B Bim block – human Bim-Bcl-B interaction inhibition; Q9HD36; bead-based flow cytometry, Bim peptide-Bcl-B binding; inhibition, % at 10 µM; 190,000 compounds, 0.073% hits;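 further: 0% = tracer peptide without compound and 100% = reference inhibitor peptide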
# RGS4-Gao reg – human RGS4-Galphao interaction regulation | binding response (% of control), % at 10 µM | P09471 | Multiplexed bead flow cytometry, RGS4-Galphao binding; actives lie on both sides | AID 1415 | 220,000 compounds, 0.33% hits; in the data active means binding response below about 49% or above about 150%; inactive means in between;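 further: fluorescent Galphao activated with aluminum fluoride binding bead-coupled RGS4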
# Bfl-1 Bim block – disrupts Bim binding to human Bfl-1 | inhibition, % at 10 µM | 190,000 compounds, 0.12% hits | Q16548 | Bead-based flow cytometry, Bim-Bfl-1 binding inhibition;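 further: 0% = wells without compound plus tracer and 100% = blocker peptide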
# Bcl-2 Bim block – human Bim-Bcl-2 interaction inhibition; 190,000 compounds, 0.06% hits; Bead-based flow cytometry, Bim peptide-Bcl-2 binding; AID 950; inhibition, % at 10 µM; P10415; in the data active means inhibition above about 40%; inconclusive means no clear call, values can overlap the other calls;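 further: 0% = no compound wells with probe peptide and 100% = reference peptide inhibitor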
# Target sequence (P10415 whole entry, looked up): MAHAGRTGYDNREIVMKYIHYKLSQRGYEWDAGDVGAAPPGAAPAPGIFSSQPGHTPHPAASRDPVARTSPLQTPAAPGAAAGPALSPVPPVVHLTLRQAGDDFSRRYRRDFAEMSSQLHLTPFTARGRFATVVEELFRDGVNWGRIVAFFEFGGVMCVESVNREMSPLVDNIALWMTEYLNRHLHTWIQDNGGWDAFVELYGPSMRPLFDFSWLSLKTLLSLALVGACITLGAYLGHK
# RGS8-Gao – regulators of human RGS8-Galphao interaction; P09471; multiplexed bead flow cytometry, RGS8-Galphao binding; actives lie on both sides; response (percent of control binding), % at 10 µM; 220,000 compounds, 0.34% hits; AID 1423; in the data active means response below about 60% or above about 140%; inactive means in between;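 further: Galphao activated as the GDP aluminium fluoride complex binding bead-coupled RGS8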
# Active calls of the source: *; ? = inconclusive; . = no result given. Unless noted, no stated cut-off is given here; in the data, active means inhibition above about 40%. Rows are unselected. Share with any hit: about 0.94%.
SMILES,ABCB1 block,Bim-Bcl-XL,RGS7-Gao reg,Bim-Mcl-1,ABCG2 block,Bcl-W Bim block,Bcl-B Bim block,RGS4-Gao reg,Bfl-1 Bim block,Bcl-2 Bim block,RGS8-Gao
COc1ccc(C(=O)NC(=S)Nc2ccc(Cc3ccncc3)cc2)cc1,0.8,-4,110,0,17,-4,-5,99,-4,-6,99
CCOc1cc(C(=O)N/N=C/c2ccsc2)cc(OCC)c1OCC,0.9,-3,102,-2,3,-4,-3,100,-7,-5,109
COCCNC(=O)C(c1ccccc1C)N(C(=O)Cn1nnc2ccccc21)c1cccnc1 (stereo not drawn),0.2,-5,109,-5,2,-5,-7,112,-2,-3,105
CC(=O)Nc1ccc(S(=O)(=O)c2ccc(N)cc2)cc1,0.2,0,94,1,0,0,0,93,-5,-5,99
CCC(Sc1ncccc1C(=O)OC(C)C)C(=O)NCc1ccco1 (stereo not drawn),0.6,-13,98,-3,5,-5,-10,98,-2,-6,94
CCC(C)NC(=O)CSc1nc2cc3c(cc2c(=O)n1Cc1ccco1)OCO3 (stereo not drawn),1.6,-1,103,1,8,1,3,117,3,2,109
CC(C)c1ccc(NC(=O)C(c2ccc3c(c2)OCO3)N2CCCCC2)cc1 (stereo not drawn),2.3,-6,98,0,2,-1,-7,102,-11,-3,101
Cc1ccc(SCC(=O)NCCSC(C)(C)C)cc1,0.3,-4,97,-4,12,0,-11,99,-19,-14,98
CC1CCN(C(=O)CSCC(=O)O)CC1,0.0,-1,102,2,0,1,-1,102,-5,-1,104
CCOC(=O)CSc1n[nH]c(-c2cccnc2)n1,0.3,-1,101,0,3,-1,0,98,-1,-1,100
Cc1nn(C)c(Oc2cccc(Cl)c2)c1C(=O)O,0.2,0,102,0,1,0,-6,106,-1,-5,109
Cc1ccc(NCC(=O)N/N=C/c2cccc(Br)c2)cc1,1.1,-3,98,-1,6,-3,-3,101,-4,-5,97
COc1ccc(C(=O)N2CCN(Cc3ccccc3C)CC2)cc1OC,1.0,-1,102,0,4,-2,-6,109,-17,-11,101
O=C(c1cnn2c(C(F)(F)F)cc(-c3ccco3)nc12)N1CCCc2ccccc21,0.9,0,99,-1,4,-1,0,101,0,-1,104
COc1ccc(-c2csc(N=C(N)N)n2)cc1,-0.2,0,98,-1,3,-1,0,100,3,0,100
O=C1CC(N2CCOCC2)C(=O)N1c1cc(Cl)cc(Cl)c1 (stereo not drawn),0.4,2,98,0,2,-1,-1,97,-1,-4,96
Nc1n[nH]c(-c2ccccc2)n1,0.3,-2,98,0,2,0,-1,99,-4,0,97
Cc1c(Nc2cc(N3CCCCCC3)c3nonc3c2[N+](=O)[O-])c(=O)n(-c2ccccc2)n1C,1.8,3,103,-3,10,0,-2,98,-2,0,106
Cc1ccc(/C=[N+](\[O-])c2ccc(N(C)C)cc2)c2nsnc12,0.7,-3,101,2,10,10,-12,100,12,6,98
CC(C)N=c1scc(-c2cccs2)n1/N=C/c1ccc(O)c(O)c1O,-2.4,-1,91,-3,-20,1,-1,93,10,5,89
CN(c1ccc(C(=O)Nc2nccs2)cc1)S(=O)(=O)c1ccccc1,0.9,0,114,0,8,0,1,111,0,0,106
CCCNC(=O)c1ccc2c(c1)C1C3CCC(C3)C1C(c1ccccc1)N2 (stereo not drawn),0.7,0,102,2,4,2,-6,101,-11,-6,103
COc1ccc2cc(C(=O)NCc3ccco3)c(=Nc3ccc(C(=O)O)cc3)oc2c1,-0.2,-1,101,0,-1,0,0,105,0,0,99
COc1ccc(S(=O)(=O)Nc2cccc(N(C)S(C)(=O)=O)c2)cc1Br,0.8,-7,99,-3,3,-7,-7,101,-9,-10,102
Cc1n[nH]c(C)c1S(=O)(=O)N1CCN(C2CCCCC2)CC1,0.0,0,96,5,0,1,-6,97,-9,-3,100
Cc1cc(=O)n2[nH]c(N)c(N=Nc3ccccc3F)c2n1,-0.2,1,99,2,2,1,4,98,1,1,100
CC(C)(C)n1nnnc1CN1CCC(NC(=O)NC2CCCCC2)CC1,0.3,-1,91,-3,1,-3,0,92,-4,-1,87
CCOC(=O)c1ccc(NC(=O)Cn2nnc(-c3ccccc3C)n2)cc1,0.0,0,99,1,0,-1,-4,96,-10,-4,102
CCN(CC)S(=O)(=O)c1ccc(C(=O)N2CCN=C2SCc2cccnc2)cc1,-2.5,-3,106,1,0,1,-7,108,-9,-10,110
CCOC(=O)c1[nH]c2cc3c(cc2c1NC(=O)CN1CCC(C)CC1)OCO3,1.1,-1,97,-3,4,-3,-1,98,-3,-4,102
COc1ccc(NC(=O)c2cccnc2Nc2ccc(OC)cc2)cc1,0.5,-10,100,-5,16,-1,-14,99,-24,-9,98
CCC(C)(C(=O)NC1CCCCC1)N(C(=O)c1cnccn1)c1c(C)n(C)n(-c2ccccc2)c1=O (stereo not drawn),0.1,-2,98,-2,0,9,2,98,-3,-1,99
N#Cc1c(-c2ccco2)ccn(Cc2ccc(F)cc2)c1=O,1.3,-2,94,-1,5,-2,-6,87,-11,-9,94
c1ccc(CN2CCN(c3ncnc4nc[nH]c34)CC2)cc1,0.4,-3,99,0,3,0,-6,101,-8,-6,100
COc1ccc(CCNC(=S)Nc2cccc(C)c2C)cc1,1.9,-8,98,-4,26,-6,-14,95,-20,-13,98
Cc1cc(N2CCC(C(=O)Nc3ccc(F)cc3)CC2)nc(-c2ccccc2)n1,0.4,-1,100,6,2,1,.,101,.,.,102

# Three records picked at random from the list so far:
SMILES,ABCB1 block,Bim-Bcl-XL,RGS7-Gao reg,Bim-Mcl-1,ABCG2 block,Bcl-W Bim block,Bcl-B Bim block,RGS4-Gao reg,Bfl-1 Bim block,Bcl-2 Bim block,RGS8-Gao
Cc1cc(=O)n2[nH]c(N)c(N=Nc3ccccc3F)c2n1,-0.2,1,99,2,2,1,4,98,1,1,100
CCN(CC)S(=O)(=O)c1ccc(C(=O)N2CCN=C2SCc2cccnc2)cc1,-2.5,-3,106,1,0,1,-7,108,-9,-10,110
Cc1cc(N2CCC(C(=O)Nc3ccc(F)cc3)CC2)nc(-c2ccccc2)n1,0.4,-1,100,6,2,1,.,101,.,.,102

# (continued)
SMILES,ABCB1 block,Bim-Bcl-XL,RGS7-Gao reg,Bim-Mcl-1,ABCG2 block,Bcl-W Bim block,Bcl-B Bim block,RGS4-Gao reg,Bfl-1 Bim block,Bcl-2 Bim block,RGS8-Gao
COc1ccccc1OCCNc1cc(N2CCCCC2)ccc1[N+](=O)[O-],1.2,0,102,-4,15,-1,-7,100,0,0,97
S=C(NCc1ccccc1)NNc1nc2ccccc2[nH]1,-0.8,-5,?,-6,-5,0,-71,94,21,1,89
O=[N+]([O-])c1ccc(-c2nnc(-c3ccccc3)c(N3CCOCC3)n2)cc1,0.5,0,96,-5,6,-5,-2,95,-3,0,90
Cc1cc(C)nc(NC(=O)/C=C/c2ccc3c(c2)OCO3)c1,0.7,-3,93,0,6,0,-3,97,1,0,92
CCC(=O)N1CCc2cc(S(=O)(=O)CCC(=O)Nc3ccc(F)c(F)c3)ccc21,0.9,-4,101,0,3,1,-13,99,-9,-8,99
Cc1nnc(NC(=O)Cc2cccs2)s1,0.3,-2,100,0,1,0,2,97,-2,-2,101
Cc1ccccc1NS(=O)(=O)c1ccc2c(c1)NC(=O)CO2,0.0,-2,102,-1,0,-1,-2,103,-3,-6,102
O=C(CSc1nnc(CN2CCOCC2)n1-c1ccc(Cl)cc1)Nc1cc(Cl)ccc1O,0.0,-3,101,-1,1,-1,-4,103,0,0,101
CCN(CC)c1ccc(C=Nc2cc(C)cc(C)c2)c(O)c1,-0.3,2,96,-3,-3,2,-12,88,8,2,107
CCOn1c(=O)c(-c2ccc(Cl)cc2)[n+]([O-])c2ccccc21,0.1,-5,99,-5,4,-1,-4,101,-6,-2,100
O=C(CSCc1c(Cl)cccc1Cl)Nc1ccccc1C(=O)N1CCOCC1,2.5,0,88,0,5,0,2,93,0,1,93
NC(=O)c1cc2n(n1)C(C(F)(F)F)CC(c1ccco1)N2 (stereo not drawn),0.9,-6,98,-1,4,0,-9,95,-15,-8,98
O=C(Nc1cccc(C(=O)N2CCN(Cc3ccccc3)CC2)c1)c1ccccc1,0.5,-3,100,-4,1,-6,-4,102,-2,-3,100
CSCc1c(C(=O)NC2CCCc3ccccc32)oc2ccccc12 (stereo not drawn),1.5,-3,97,-2,16,1,-11,101,-15,-10,102
CCOC(=O)CSC(C)C(=O)Nc1nnc(C(C)C)s1 (stereo not drawn),-0.9,-2,105,1,-1,0,0,107,1,0,116
Cc1ccc(C)c(NC(=S)NNC(=O)c2csc(C(C)C)c2)c1,1.0,-2,102,-4,1,-4,-33,102,0,22,103
Nc1cc(-c2ccccc2)nn1Cc1ccccc1,8.8,2,96,2,12,0,4,100,6,4,102
CCOc1ccc(-n2c(Cc3cc(=O)[nH]c(=O)[nH]3)nnc2SC(C)C(=O)OC)cc1 (stereo not drawn),0.1,-3,107,-2,0,-2,-6,104,-10,-7,110
CCN(CC)S(=O)(=O)c1ccc(NS(=O)(=O)c2ccc(O)c([N+](=O)[O-])c2)cc1,0.0,-6,97,-2,9,1,-11,96,-13,-5,100
CC(=O)N/C(=C/c1ccc2c(c1)OCO2)C(=O)NCC(=O)O,0.3,-8,98,-6,0,-3,-7,100,-5,-5,103
C=CCn1c(SCC(=O)Nc2cccc3ccccc23)nnc1-c1cnccn1,0.8,1,107,-3,2,-4,0,99,1,-2,101
COCCNC(=O)c1ccc(Cl)c(Cl)c1,0.2,-1,103,-2,1,-3,-1,99,-1,0,97
CCN(Cc1ccccc1)C(=O)CN1C(=S)NC(C)(C)CC1C (stereo not drawn),-0.2,-4,97,-1,-4,2,4,98,0,-2,89
O=C1C=C(NNC(=O)c2cccnc2)CC(c2ccco2)C1 (stereo not drawn),-0.3,3,99,-2,1,-1,7,94,6,4,98
Cc1cccc(CS(=O)(=O)Cc2ccc(C(=O)O)o2)c1,-0.4,-10,102,-5,6,-3,-9,98,-21,-7,101
CC(C)CNc1nc(Oc2ccc(=O)n(C)n2)nc(N2CCOCC2)n1,0.2,-4,102,-5,1,-3,-6,100,0,-2,100
COc1ccc(CCNC(=O)C2CC2)cc1OC,0.2,0,103,-3,1,-2,0,101,-2,0,101
O=C(CSC1=Nc2ccccc2C2CC=NN12)Nc1ccc(F)cc1Cl (stereo not drawn),0.9,-3,105,0,11,-4,-6,103,-5,-1,104
Cc1no[n+]([O-])c1COc1ccccc1/C=C1\NC(=S)NC1=O,-1.2,15,93,-44,8,-1,-15,90,1,0,95
NCCCC[C@H](NC(=O)C1CCNCC1)c1nnc([C@@H](N)Cc2ccc(O)cc2)o1,0.6,0,102,0,1,1,0,106,-5,1,102
O=C(COc1ncnc2ccc(Br)cc12)N1CCOCC1,0.4,-2,94,-2,6,-1,-8,96,-10,-3,100
COc1ccc2nc(N/C(N)=N/C(=S)Nc3ccccc3)nc(C)c2c1,-0.2,-3,97,0,-2,-2,-3,99,-2,-5,98
